Screens: PubChem, several laboratories
ANO1 activ: mouse TMEM16A channel activation, primary screen; Q8BHY3; HEK293 TMEM16A/YFP-H148Q/I152L, iodide quench fluorescence; stronger effect = lower value; B-score at 10 µM; hit rate 0.3% among 340,000; AID 623877;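 active means fluorescence-ratio B-score plate-corrected deviation score at least 3 library SD below zero, with starting fluorescence score within 5 deviations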;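 further: channel opened by trigger with iodide after compound preincubation; score built on the fluorescence ratio of max minus min over baseline; more negative score means more quench and so TMEM16A activation or potentiation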
hERG protect: hERG (human) protection from proarrhythmic block | Q12809 | CHO-hERG, FluxOR thallium flux, dofetilide IC70 present | activation (rescue from dofetilide block), less the hit threshold, % at 10 µM | hit rate 0.51% among 310,000 | AID 1511;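 active means activation above the mean of controls blocked by dofetilide plus 5 SD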;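 further: thallium influx through hERG after potassium depolarization seen as dye fluorescence rise; in these data hits start at about 4.7%; inactives centre near -7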
TRPC4 act: TRPC4 (mouse) channel activation; Q9QUQ5; HEK293 TRPC4beta/mu-opioid, Fluo4 calcium fluorescence; stronger effect = higher value; B-score at 10 µM; hit rate 0.49% among 310,000; AID 2237;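 active means B-score above 5 SD of library B-scores, and initial fluorescence ratio not above library mean plus 5 SD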;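 further: positive B-score marks a calcium rise read as TRPC4 activation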
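System: HEK293 cells stably co-expressing mouse TRPC4beta and mu-opioid receptor; Schedule: Fluo4 dye loading 45 min at room temperature, 110 s recording; Detection: Fluo4 fluorescence, kinetic; Evaluation: B-scored integrated calcium fluorescence ratio; Controls: buffer (low) and maximal DAMGO (high).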
KCNQ1 block: human KCNQ1 channel inhibition; P51787; CHO-K1 KCNQ1, FluxOR thallium flux fluorescence; stronger effect = higher value; B-score at 10 µM; hit rate 1.3% among 310,000;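 active means compounds whose thallium flux B-score, printed positive for inhibition, exceeds three library SD while starting fluorescence stays within three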;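 further: channel opened by potassium depolarization with thallium stimulus after 20 min compound exposure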
TMEM16A inh: blocks the mouse calcium-activated chloride channel TMEM16A; Q8BHY3; HEK293 TMEM16A/YFP iodide influx fluorescence, ionomycin; normalized B-score (activity score, 25-100; higher = stronger inhibition) at 10 µM; hit rate 1.2% among 310,000; AID 588511;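 active means ratio plate-corrected score three or more library SD toward inhibition, starting fluorescence score within five deviations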;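 further: score derived from kinetic fluorescence span divided by baseline fluorescence per well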
KCNQ1 pot: potentiators or activators of human KCNQ1 potassium channel; B-score at 10 µM; P51787; AID 2648; CHO-K1 KCNQ1, thallium flux FluxOR fluorescence; stronger effect = higher value; hit rate 0.35% among 310,000;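 active means fluorescence ratio B-score, a plate-corrected score, at least three library SD, with initial intensity B-score within 5 SD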
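Assay system: CHO-K1 cells stably expressing KCNQ1; Medium: assay buffer with matched DMSO; Also added: K+/Tl+ depolarizing stimulus; Dosing: single dose; Timing: dye 90 min, compound 20 min, room temperature; Measured by: kinetic FluxOR thallium fluorescence, 10-s 1-Hz baseline, 110-s post-stimulus read; Read-out: peak-minus-minimum fluorescence over initial fluorescence, negative-control normalized, B-scored.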
KCNK3 inh: human KCNK3 channel inhibition, primary screen; O14649; CHO-KCNK3 thallium flux, FluxOR fluorescence; stronger effect = lower value; B-score at 10 µM; hit rate 0.84% among 340,000;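 active means B-score under library mean minus 4 SD, starting fluorescence ratio at most library mean plus 5 SD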;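 further: more negative B-score means stronger inhibition of thallium flux through KCNK3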
Target sequence (O14649 whole entry, looked up): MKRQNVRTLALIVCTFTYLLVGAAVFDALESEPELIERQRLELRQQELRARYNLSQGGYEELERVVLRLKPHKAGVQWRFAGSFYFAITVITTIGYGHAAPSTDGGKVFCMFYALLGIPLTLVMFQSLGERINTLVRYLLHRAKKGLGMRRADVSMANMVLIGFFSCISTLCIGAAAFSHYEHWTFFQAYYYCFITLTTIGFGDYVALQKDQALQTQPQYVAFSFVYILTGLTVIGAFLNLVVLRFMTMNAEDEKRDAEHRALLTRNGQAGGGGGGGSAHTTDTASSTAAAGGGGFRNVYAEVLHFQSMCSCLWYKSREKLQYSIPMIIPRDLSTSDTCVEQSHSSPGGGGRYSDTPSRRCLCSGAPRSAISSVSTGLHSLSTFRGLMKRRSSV
HDAC3 inh: blocks human histone deacetylase 3; recombinant HDAC3, fluorogenic peptide/trypsin coupled, fluorescence; inhibition, % at 8.3 µM; hit rate 0.15% among 320,000; in the data active means inhibition above about 26%, passing the limit was not always enough; inconclusive means no clear call, values can overlap the other calls
Target sequence (O15379 whole entry, looked up): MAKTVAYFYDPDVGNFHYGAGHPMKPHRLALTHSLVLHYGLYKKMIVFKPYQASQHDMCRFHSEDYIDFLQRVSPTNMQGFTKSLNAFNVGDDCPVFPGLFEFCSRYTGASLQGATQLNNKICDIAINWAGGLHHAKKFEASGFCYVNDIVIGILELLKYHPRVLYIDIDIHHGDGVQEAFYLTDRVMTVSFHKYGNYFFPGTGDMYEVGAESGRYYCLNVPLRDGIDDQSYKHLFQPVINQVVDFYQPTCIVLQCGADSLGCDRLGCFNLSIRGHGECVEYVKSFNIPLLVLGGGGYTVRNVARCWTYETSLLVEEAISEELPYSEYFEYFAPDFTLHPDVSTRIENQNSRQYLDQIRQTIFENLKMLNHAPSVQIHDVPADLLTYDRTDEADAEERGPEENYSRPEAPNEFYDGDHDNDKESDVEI
Dyrk1A ADPGlo: blocks rat Dyrk1A kinase activity; Q63470; hit rate 0.43% among 310,000; ADP-Glo luminescence, NFATc1 peptide; inhibition, % at 12.5 µM; in the data active means inhibition above about 50%;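 further: plate controls were vehicle with enzyme for no effect and no enzyme for full effect; many of its hits are not listed in these tables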
TRPC4 PAM: allosteric potentiators of mouse TRPC4 channel. Q9QUQ5. HEK293 TRPC4beta/mu-opioid, DAMGO EC20, Fluo-4 Ca2+ flux; stronger effect = higher value. B-score at 10 µM. hit rate 0.42% among 310,000;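 active means B-score of calcium response area above 5 SD of library B-scores, with initial fluorescence ratio within 5 SD of library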;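 further: B-score of integrated fluorescence ratio over time as area under calcium response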
KCNK9 inh: inhibitors of human KCNK9 two-pore domain potassium channel; Q9NPC2; HEK293 KCNK9, FluxOR thallium flux fluorescence; stronger effect = lower value; B-score at 10 µM; hit rate 1.2% among 310,000;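 active means ratio B-score over 3 SD below the library mean, with starting fluorescence within 5 SD of its mean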;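 further: negative B-score means less thallium flux so channel inhibition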
An asterisk follows results filed as active; i = inactive; ? = inconclusive; / = not tested or not shown. These rows are one share of the data; count on the stated rates, not on these rows.

SMILES | ANO1 activ | hERG protect | TRPC4 act | KCNQ1 block | TMEM16A inh | KCNQ1 pot | KCNK3 inh | HDAC3 inh | Dyrk1A ADPGlo | TRPC4 PAM | KCNK9 inh
CC1CCN(S(=O)(=O)c2ccc3c(c2)N(CC(=O)NCCCN2CCCCC2C)C(=O)CS3)CC1 (configuration not stated) | i | -3 | i | i | i | i | i | ? | -7 | i | i
Cc1ccc(-n2nnnc2SCn2nnc3ccccc3c2=O)c(C)c1 | i | -6 | i | i | i | i | i | -5 | -4 | i | i
CCCn1c2ccccc2c2cnn(CC(=O)NCCCN3CCCCC3CC)c(=O)c21 (configuration not stated) | i | -6 | i | i | i | i | i | -3 | -2 | i | i
O=C(CSc1nnc(NC(=O)C2CC2)s1)NCc1cccs1 | i | -24 | i | i | i | i | i | -11 | -9 | i | i
COC(=O)c1ccc(/C=N/NC(=O)CC(=O)NCC(C)C)cc1 | i | -2 | i | i | i | i | i | 2 | 2 | i | i
Nc1ccc(O)cc1C(=O)OCC(=O)C12CC3CC(CC(C3)C1)C2 | i | / | / | / | i | / | i | -13 | 2 | / | /
O=C(CSc1nnc(C2CC2)n1-c1ccccc1)Nc1ccc(N2CCOCC2)cc1 | i | -9 | i | i | i | i | i | -9 | -2 | i | i
COc1ccc(CNC(=O)CN2CCN(c3ccc(F)cc3)CC2)cc1 | i | -3 | i | i | i | i | i | -10 | 0 | i | i
CC(=O)NS(=O)(=O)c1cccnc1Nc1cccc(Cl)c1C | i | -4 | i | i | i | i | i | -4 | -6 | i | i
COc1ccc2oc(-c3ccco3)cc(=O)c2c1 | i | -11 | i | i | i | i | i | / | -8 | i | i
Cc1cc(C)c2cc3c(ccn3C3OC[C@H](O)[C@H](O)[C@H]3O)cc2n1 (some centres not stated) | i | -18 | i | i | i | i | i | 2 | 43 | i | i
COc1ccc(C(CNC(=O)C(CCSC)NC(=O)c2ccccc2Cl)N2CCOCC2)cc1 (configuration not stated) | i | -8 | i | i | i | i | i | 1 | 0 | i | i
CCN1CCCC1CNC(=O)c1ccccc1Cl (configuration not stated) | i | -3 | i | i | i | i | i | -4 | -1 | i | i
COc1cccc(CNc2ccc3c(c2)CCC3)c1 | i | 4 | i | i | i | i | i | 2 | / | i | i
c1nnc(NC2=NCCCCC2)s1 | i | 0 | i | i | i | i | i | 2 | 6 | i | i
O=C(O)CCc1nn2c3ccccc3n(Cc3ccccc3)c2nc1=O | i | -10 | i | i | i | i | i | -13 | -3 | i | i
CN(CCc1ccccc1)C1CCCN(S(=O)(=O)c2cccc(F)c2)C1 (configuration not stated) | i | -1 | i | i | i | i | i | 1 | 4 | i | i
COc1ccc(/C=C/C(=O)c2cc(Cl)cc(Cl)c2O)c(OC)c1 | i | -5 | i | i | i | i | i | -6 | -8 | i | i
COc1cc(C2NC(=O)NC(C)=C2C(=O)OC(C)(C)C)ccc1OCC(N)=O (configuration not stated) | i | -8 | i | i | i | i | i | 4 | -5 | i | i
COc1ccc(C(=O)NNC(=O)c2cnccn2)cc1[N+](=O)[O-] | i | -9 | i | i | i | i | i | 1 | 0 | i | i
COc1ccc(N(CC(=O)Nc2ccc(F)c(F)c2)S(=O)(=O)c2c(C)[nH]c(=O)[nH]c2=O)cc1 | i | -3 | i | i | i | i | i | -3 | / | i | i
COc1ccccc1N=Nc1[nH]c2ccc(C)cc2c1O | i | -9 | i | i | i | i | i | 2 | -5 | i | i
O=S(=O)(Cc1ccccc1)N1CCCc2ccccc21 | i | -7 | i | i | i | i | i | 1 | -4 | i | i
CCC(=O)Nc1nc(N)n(-c2ccccc2)n1 | i | -7 | i | i | i | i | i | -20 | 2 | i | i
O=C(NCCc1ccccc1)C1CC(=O)N(C2CCCC2)C1 (configuration not stated) | i | -7 | i | i | i | i | i | 1 | 3 | i | i
O=C(O)CCC(=O)Nc1sc2c(c1C(=O)NC1CCCC1)CCCC2 | i | -4 | i | i | i | i | i | 7 | -10 | i | i
CC(C)(C)NC(=O)c1ccc2c(c1)C(=O)N(Cc1ccco1)C2=O | i | -2 | i | i | i | i | i | 8 | / | i | i
O=C(C1CCN(Cc2ccc(Cl)cc2)CC1)N1CCN(Cc2ccc3c(c2)OCO3)CC1 | i | -4 | i | i | i | i | i | / | -1 | i | i
O=C(/C=C/c1cccc([N+](=O)[O-])c1)n1cnc2ccccc21 | i | -10 | i | i | / | i | i | / | -3 | i | i
CCOc1ccc(C2C(C#N)=C(N)Oc3cc(C)n(Cc4ccco4)c(=O)c32)cc1OC (configuration not stated) | i | -7 | i | i | i | i | i | 3 | 4 | i | i
COc1ccc(/C=N/Nc2nc(NCc3ccco3)nc(Nc3ccc(OC)cc3)n2)cc1 | i | -15 | i | i | i | i | i | -4 | -1 | i | i
O=C(CCc1nnc2n(Cc3ccc(Cl)cc3)c(=O)c3ccccc3n12)NCCCN1CCOCC1 | i | -8 | i | i | i | i | i | -4 | / | i | i
Cn1nc(-c2ccc(Cl)cc2)c2cc(C(=O)NCCCN3CCOCC3)sc21 | i | -9 | i | i | i | i | i | -35 | 0 | i | i
Cc1ccc2cc(CN(CC(C)C)C(=O)C3CCCO3)c(=O)[nH]c2c1 (configuration not stated) | i | -9 | i | i | i | i | i | -1 | -7 | i | i
COc1ccc(N2CCN(C(=O)c3ccc4c(c3)NC(=O)C(CSCc3cccc(F)c3)N4)CC2)cc1 (configuration not stated) | / | -5 | i | i | i | i | / | 8 | / | i | i
CCOC(=O)N1CCC(=NNC(N)=O)CC1 | i | -5 | i | i | i | i | i | 5 | 1 | i | i
COCCn1c(C)cc(C(=O)COC(=O)/C=C/c2cccc(OC)c2)c1C | i | -8 | i | i | i | i | i | -3 | -1 | i | i
CN(C)S(=O)(=O)c1ccc(C(=O)OCC(=O)c2ccc(OC(F)F)cc2OC(F)F)cc1 | i | -12 | i | i | i | i | i | -17 | 1 | i | i
Cc1onc(-c2ccccc2)c1C(=O)N(Cc1ccco1)Cc1cccs1 | i | -14 | i | i | / | i | i | / | 2 | i | i
CN1CCN(C(=S)NC(=O)c2ccc(Br)cc2)CC1 | i | -14 | i | i | i | i | i | 0 | -2 | i | i
CSc1nnc(NC(=O)c2ccc(S(=O)(=O)N3CCOCC3)cc2)s1 | i | -5 | i | i | i | i | i | 4 | -3 | i | i
CCOC(=O)C1CCN(c2ncnc3c2cnn3C)CC1 | i | -5 | i | i | i | i | i | 4 | -3 | i | i
Cc1ccc(C(=O)Nc2cc(Cl)ccc2-n2cncn2)o1 | i | -10 | i | i | i | i | i | / | 47 | i | i
Cc1nn(CC(=O)Nc2ccccc2)c(=O)c2ccccc12 | i | -7 | i | i | i | i | i | -1 | -3 | i | i
COc1ccc(NC(=O)CN2CCN(CC(=O)Nc3ccc(OC)cc3)CC2)cc1 | i | -6 | i | i | i | i | i | -5 | / | i | i
CC(C)(C)c1cc(CCC(=O)NCCc2ccccn2)cc(C(C)(C)C)c1O | i | -7 | i | i | i | i | i | 3 | -3 | i | i
[O-][N+]12CC[N+]([O-])(CC1)c1ccccc12 | i | 0 | i | i | i | i | i | 2 | -1 | i | i
CNC(=O)NC(=O)CSc1ccc(NC(C)=O)cc1 | i | -16 | i | i | i | i | i | -9 | -2 | i | i
Cc1cc(Cl)ccc1N(CC(=O)N=Nc1c(O)[nH]c2ccccc12)S(C)(=O)=O | i | -15 | i | i | i | i | i | -2 | 3 | i | i
COc1ccccc1NC(=O)/C(=C/c1ccncc1)NC(=O)c1ccccc1 | i | -4 | i | i | i | i | i | 2 | 0 | i | i
O=C(Nc1ccc(F)cc1F)c1cncc(Br)c1 | i | -15 | i | i | i | i | i | -4 | 5 | i | i
Clc1c(CSc2nc3ccccc3o2)nc2ccccn12 | -21* | -6 | i | i | i | i | i | 4 | 0 | i | i
CCC1=C(OC(=O)N(CC)CC)N2C(=O)OC(=NCC(=O)OC)[C@]2(C)[C@H]2C1=CC[C@H]1C(=O)N(CC)C(=O)[C@H]12 | i | -5 | i | i | i | i | i | -6 | / | i | i
Cc1ccc(S(=O)(=O)/N=C(\CN2CCCCC2)N2CCOCC2)cc1 | i | -5 | i | i | i | i | i | -2 | -1 | i | i
CCOC(=O)c1oc2cc(C)cc(O)c2c(=O)c1-c1csc(C)n1 | i | -3 | i | i | i | i | i | -3 | -5 | i | i
O=C(Nc1ccc(F)cc1)c1ccc2nsnc2c1 | i | -5 | i | i | i | i | i | 3 | -2 | i | i
O=c1c2ccccc2oc2ncccc12 | i | -4 | i | i | i | i | i | 2 | -2 | i | i
O=C(COc1ccc(C(=S)N2CCOCC2)cc1)N1CCOCC1 | i | -12 | i | i | i | i | i | -3 | -8 | i | i
CC(=O)Oc1ccc(C(=O)N2c3ccccc3NC(=O)C2C)cc1 (configuration not stated) | i | -12 | i | i | i | i | i | -6 | 3 | i | i
CC(C)c1ccc(OCc2cccc(C(=O)N/N=C/c3cccnc3)c2)cc1 | i | -10 | i | i | i | i | i | 1 | -6 | i | i
(list continues)
SMILES | ANO1 activ | hERG protect | TRPC4 act | KCNQ1 block | TMEM16A inh | KCNQ1 pot | KCNK3 inh | HDAC3 inh | Dyrk1A ADPGlo | TRPC4 PAM | KCNK9 inh
COc1ccccc1N1CCN(S(=O)(=O)c2ccc(-n3cnnn3)c(C)c2)CC1 | i | -2 | i | i | i | i | i | -1 | 3 | i | i
COc1cc(CN2CCC(Cc3ccccc3)CC2)c([N+](=O)[O-])cc1OC | i | -5 | i | i | i | i | i | -11 | / | i | i
O=C(Cc1ccc(F)cc1)N1CCC2(CC1)NCCc1[nH]cnc12 | i | -4 | i | i | i | i | i | -2 | -4 | i | i
CN(C(=O)c1ccccc1)c1ccccc1C(=O)NCCc1ccccc1 | i | -12 | i | i | i | i | i | -7 | 1 | i | i
Cc1ccccc1NC(=O)Cn1c(O)c(N=NC(=O)c2ccccc2O)c2ccccc21 | i | -6 | i | i | i | i | i | -1 | -4 | i | i
CC(C)(C)NC(=O)COC(=O)c1ccc(Cl)nc1 | i | -1 | i | i | i | i | i | -2 | -4 | i | i
O=C(O)C1=C[C@@H](C2CCCCC2)C[C@@H](OCCCCO)O1 | i | -5 | i | i | i | i | i | 0 | -1 | i | i
